V-ATPase pHluor: regulators of yeast V-ATPase proton pumping, primary screen, pHLuorin cytosolic pH fluorescence | 350,000 compounds, 0.37% hits | response, % at 10 µM | S. cerevisiae; in the data active = response mostly above about 7.3%, no sharp cut-off; inactive = mostly below about 5.4%; note: actives read high; inactives centre near 0; some compounds called inactive have numbers as strong as hits
CDK5 inh: inhibitors of human CDK5/p35 kinase, primary screen, biochemical, single concentration; Cyclin-dependent kinase 5 (Homo sapiens) + Cyclin-dependent kinase 5 activator 1 (Homo …; Recombinant CDK5/p35, ADP-Glo luminescence, 60 min; inhibition, % at 10 µM; 330,000 compounds, 0.01% hits; AID 488839, 2010;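 active = highest replicate inhibition of at least 50% and at least 75% of replicates reaching 50%; inconclusive = only one of the two criteria met; inactive = both criteria failed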;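 note: plate controls were DMSO neutral control for no effect and GW8510 at 10 µM for full effect; many of its hits are not listed in these tables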
Wnt bcat act: Wnt/beta-catenin pathway activators, primary screen, cell-based, plate reader, single point; Wnt/beta-catenin reporter cell assay, activator; activation, % at 9.35 µM; 300,000 compounds, 1.2% hits; AID 743398, 2014; in the data active = activation above about 30%, passing the limit was not always enough; inconclusive = no clear call, values can overlap the other calls;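 note: 0% = neutral control wells and 100% = positive control wells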
dFosB activator: activators of delta FosB homodimer, primary screen, biochemical, fluorescence polarization, TAMRA-CDK5 oligo, single point. Protein FosB (Mus musculus), P13346. purified delta FosB; percent of positive-control signal above neutral wells. activation, % at 25 µM. 340,000 compounds, 0.99% hits. AID 493131, 2011;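 active = mean activation above about 17%, with every replicate also reaching it, limit read from the data, passing the limit was not always enough; inconclusive = only one of the two conditions met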;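 note: fluorescence polarization rise as delta FosB binds a TAMRA Cdk5 AP-1 oligo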
Target sequence (P13346 whole entry, looked up): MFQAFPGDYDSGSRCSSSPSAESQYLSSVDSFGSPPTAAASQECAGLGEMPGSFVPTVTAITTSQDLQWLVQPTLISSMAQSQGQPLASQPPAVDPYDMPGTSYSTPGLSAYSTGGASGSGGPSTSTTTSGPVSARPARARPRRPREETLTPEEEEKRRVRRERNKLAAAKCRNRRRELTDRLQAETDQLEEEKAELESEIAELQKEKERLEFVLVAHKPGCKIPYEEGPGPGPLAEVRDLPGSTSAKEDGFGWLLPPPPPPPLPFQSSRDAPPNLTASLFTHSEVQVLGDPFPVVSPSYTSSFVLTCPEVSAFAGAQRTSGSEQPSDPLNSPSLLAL
MITF act: activators of MITF-driven TRPM1 promoter reporter, primary screen, cell-based, SK-MEL-5, luciferase, single point; 300,000 compounds, 0.75% hits; SK-MEL-5 TRPM1-promoter luciferase, 24 h; % of positive control, neutral wells = 0; AID 588334, 2011; activation, % at 12.5 µM;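 active = mean activation of at least 80% with every replicate also reaching 80%; inconclusive = mean reaches 80% but some replicate falls short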;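 note: 0% = neutral control wells and 100% = parthenolide positive control wells; values of inactives mirror those of a sister screen read the other way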
Tat transport: E. coli Tat export inhibitors, primary screen, MC4100, TorA-mCherry reporter, fluorescence, single point; inhibition, % at 10 µM; AID 488895, 2010; 340,000 compounds, 0.036% hits;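 active = mean replicate inhibition at least 50% and at least half of replicates individually reaching 50%; inconclusive = only one of the two criteria met; inactive = neither criterion met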;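 note: exported cargo escapes ClpAP degradation while cytoplasmic cargo is degraded and loses fluorescence; 0% = median of neutral control wells and 100% = median of NaSCN control wells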
CAL PDZ FP-1: untagged CAL PDZ binding inhibitors, primary screen, biochemical, fluorescence polarization, HTS | purified CAL PDZ, TMR-peptide fluorescence polarization, 1 h | Golgi-associated PDZ and coiled-coil motif-containing protein (Homo sapiens), Q9HD26 | 300,000 compounds, 0.92% hits | AID 602252, 2012 | inhibition, % at 24.9 µM;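 active = mean inhibition of at least 30% with at least half of replicates also reaching 30%; inconclusive = no clear call, values can overlap the other calls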;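 note: 0% = DMSO neutral control and 100% = excess unlabeled competitor peptide PRC23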
RTF Ca sens act: cardiac RTF calcium sensitivity activators, primary screen, biochemical, IANBD-TnC fluorescence, EC20 calcium; activation, % at 7.2 µM; 340,000 compounds, 0.24% hits; Troponin I, cardiac muscle (Homo sapiens) + Troponin T, cardiac muscle (Homo sapiens) + …; IANBD-labeled TnC RTF fluorescence at EC20 calcium; 0% EC20 calcium, 100% full calcium;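 active = activation above the mean over all tested compounds plus 3 SD, cut at about 30% in these data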;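 note: rise in fluorescence read as greater calcium sensitivity of cardiac thin filaments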
Rtt109 HAT inh: inhibitors of C. albicans Rtt109/Vps75 HAT, primary screen, biochemical, ThioGlo CoA-SH fluorescence, plate reader. 330,000 compounds, 0.16% hits. inhibition, % at 34.9 µM. AID 540336, 2011. purified Rtt109/Vps75, 4 h;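 active = inhibition of at least 50% in every replicate; inconclusive = best replicate reaches 50% inhibition but some replicates fall short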
Target sequence (Q5AAJ8 whole entry, looked up): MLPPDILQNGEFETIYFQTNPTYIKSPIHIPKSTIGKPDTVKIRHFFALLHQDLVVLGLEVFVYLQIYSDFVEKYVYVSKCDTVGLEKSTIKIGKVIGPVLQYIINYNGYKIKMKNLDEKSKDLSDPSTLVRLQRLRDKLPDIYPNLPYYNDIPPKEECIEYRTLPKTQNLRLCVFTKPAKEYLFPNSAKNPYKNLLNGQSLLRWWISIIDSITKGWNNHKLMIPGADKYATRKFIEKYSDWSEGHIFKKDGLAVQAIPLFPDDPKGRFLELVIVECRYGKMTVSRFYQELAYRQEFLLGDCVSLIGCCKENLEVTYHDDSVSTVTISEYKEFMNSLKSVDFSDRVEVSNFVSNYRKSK
CAL PDZ FP-2: CAL PDZ peptide-binding inhibitors, primary screen, biochemical, fluorescence polarization, Cer-tagged CAL PDZ, HTS. AID 504414, 2011. Golgi-associated PDZ and coiled-coil motif-containing protein (Homo sapiens), Q9HD26. purified CAL PDZ, TMR-peptide fluorescence polarization, 1 h. inhibition, % at 20 µM. 330,000 compounds, 0.02% hits;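 active = highest replicate inhibition of at least 40%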;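 note: plate controls were DMSO neutral control wells for no effect and unlabeled competitor peptide control wells for full effect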
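Read-out basis: mP drop reported as inhibition | Assay system: Tagged CAL PDZ protein CerCALP, purified | Benchmarks: Unlabelled peptide for full inhibition, DMSO wells as neutral | Schedule: 1 h incubation at room temperature before polarization reading | Buffer or medium: Sodium phosphate/NaCl buffer pH 7.4 with TCEP, IgG, Thesit | Doses: Single point, 20 µM | Measured by: Fluorescence polarization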
The depositor's hits bear a star; u = inconclusive; x = no result given.

compound	V-ATPase pHluor	CDK5 inh	Wnt bcat act	dFosB activator	MITF act	Tat transport	CAL PDZ FP-1	RTF Ca sens act	Rtt109 HAT inh	CAL PDZ FP-2
CN(C)S(=O)(=O)c1cccc(NC(=O)CCCc2nc3ccccc3c(=O)[nH]2)c1	3	0.6	1	-5	10	-9	-4	-3	-6	-1.1
COC(=O)N1CCN(S(=O)(=O)c2ccc(F)cc2)CC1	1	0.0	x	-8	1	2	x	18	-7	-1.9
COc1cccc(Oc2nc3ncn(Cc4ccccc4)c3c(=O)n2C)c1	-1	-1.6	x	-9	-10	0	-2	4	-3	0.6
Cc1ccc(OC(=O)c2ccc(S(=O)(=O)N(C)C)cc2)c(-n2nc3ccccc3n2)c1	2	0.4	x	5	77	11	0	1	-3	-0.2
COc1ccc(/C=C/C(=O)NCc2ccccn2)cc1	-2	0.3	0	-3	11	-1	0	3	-1	-2.2
O=C(c1ccc(COc2ccccc2Br)cc1)N1CCCCC1	-2	0.0	x	-6	50	8	-1	3	7	-0.2
O=S(=O)(c1ccc(OCC2CO2)cc1)c1ccc(OCC2CO2)cc1 (stereo unspecified)	0	-0.8	5	3	-26	-5	-20	7	3	-2.5
O=C(COc1ccc(OCc2ccccc2)cc1)NC1CCOC1=O (stereo unspecified)	-2	-1.0	0	-2	x	-3	-1	0	3	0.1
CCc1ccc(-c2nc(CSCC(=O)N3CCN(c4ccccn4)CC3)c(C)o2)cc1	-3	0.2	x	-17	x	8	-5	-2	-14	-0.8
O=S(=O)(c1cccc(C(F)(F)F)c1)N1CCN(c2ccccc2)CC1	-3	-3.9	x	0	9	10	x	-1	-14	-0.2
Cc1onc(-c2c(F)cccc2Cl)c1C(=O)OCc1cnc(Cl)s1	-5	-2.6	3	0	-6	14	x	-3	0	-2.2
O=C(O)C1CCCCC1C(=O)NC1CCCCC1 (stereo unspecified)	3	0.6	x	-3	-2	-2	x	-10	-10	-0.3
COCCSc1ccccc1C(=O)N1CCCC1	-1	-1.2	x	-1	1	-11	-7	-1	6	-8.3
Cc1[nH]c2ccccc2c1SCC(=O)N1CCOCC1	-1	0.6	1	1	x	-7	x	-1	-10	-0.3
Cc1ccc(NC(=O)CC2SC(=O)NC2=O)cc1 (stereo unspecified)	1	-0.6	x	-3	0	3	-1	4	7	-0.7
Cc1ccc(NC(=O)Cn2cccc2)c(Br)c1	-1	0.4	2	-8	10	3	0	-1	7	-0.3
COc1ccc(CN2CCN(Cc3ccco3)CC2)cc1	1	-0.5	-1	4	-6	-3	0	3	3	-0.9
CN(C)c1ccc(C(C(=O)NC2CCCC2)N(C(=O)c2csnn2)C2CC2)cc1 (stereo unspecified)	2	-1.7	-2	-6	-6	-6	-2	-4	-16	-3.5
O=C(NCc1ccc2c(c1)OCO2)C(=O)NCC1OCCN1S(=O)(=O)c1ccc(Cl)cc1 (stereo unspecified)	-2	0.4	-1	-14	-13	0	-4	-7	11	-1.1
Cn1c(-c2ccc(F)cc2)cnc1NCc1ccc(F)cc1F	-1	0.5	-1	3	x	-9	0	-3	-4	0.0
COc1ccc(S(=O)(=O)N2CCCCCC2)cc1C(=O)N(C)CC(=O)Nc1ccccc1C(F)(F)F	3	0.2	-1	-6	-7	0	x	3	3	0.9
O=C(Cc1csc(NC(=O)Nc2cccc(Cl)c2)n1)NC1CCCC1	1	1.6	-4	1	26	1	-5	-8	-4	-1.8
Cc1ccccc1SCCNC(=O)c1ccccc1Br	-5	3.1	12	-8	61	-1	3	-1	x	-2.1
FC(F)(F)c1cccc(OCC2CNC(=S)O2)c1 (stereo unspecified)	-2	1.0	4	-2	3	2	-4	3	2	-1.0
COc1cc(OC)c(Cl)cc1N	0	0.5	x	1	-1	-2	6	-8	-1	0.3
CCc1nnc(NC(=O)CSc2nnc(CSc3nc(C)cc(C)n3)n2C)s1	4	1.5	-1	-3	-7	1	-2	6	-6	-2.3
CC1CN(C(=O)c2ccc(COc3ccc4ccccc4c3)o2)CC(C)O1 (stereo unspecified)	-3	-3.3	-2	-5	x	-5	x	0	1	-0.5
CCOc1ccc(N2C(=O)CC(Sc3nccc(C)n3)C2=O)cc1 (stereo unspecified)	0	1.8	-2	1	13	-3	-2	-4	-6	-2.5
CCO[C@@H]1OC(C(=O)O)=C[C@H](c2csc3ccccc23)[C@H]1CCCO	-1	0.5	1	7	3	-21	2	-1	13	0.0
CC(=O)c1cccc(NC(=S)N2CCC(Cc3ccccc3)CC2)c1	3	3.3	-2	-11	-11	-4	x	3	2	-1.6
CCOC(=O)C1(Cc2cccc(Cl)c2)CCCN(C(=O)c2cccnc2)C1 (stereo unspecified)	0	0.2	-6	-9	3	2	8	1	2	-0.6
CC(C)c1nc(SCC(=O)Nc2nccs2)c2ccccc2n1	x	1.0	10	-6	-13	5	x	-4	-8	-1.6
CCCC(C(=O)NCCC(C)C)N(Cc1ccc(F)cc1)C(=O)c1snc(C(N)=O)c1N (stereo unspecified)	6	0.6	-1	-4	x	-13	-3	-8	13	-0.1
CCSC1=NC2(CCCCC2)Nc2sc3c(c21)CCCC3	-4	0.7	-1	-9	-7	-5	-2	-6	-3	-0.1
COc1ccccc1Nc1nc(N)nc(CN2CCC(Cc3ccccc3)CC2)n1	4	-0.5	x	-3	-5	-5	1	-4	-5	-1.0
CCN(CC(=O)Nc1ccc(NC(C)=O)cc1)C(=O)c1cc(CN2C(=O)c3ccccc3C2=O)ccc1OC	-3	-1.4	0	-16	-1	7	-4	-2	2	-1.5
CCn1c(SCC(=O)NCC2CCCO2)nnc1-c1ccccc1OC (stereo unspecified)	-2	0.8	3	5	-1	6	-4	3	7	-0.8
CCC1(C)Cc2ccccc2-c2nc3n(c(=O)c21)CC(C(=O)O)S3 (stereo unspecified)	-1	-1.4	x	-2	-7	-1	1	-7	5	-2.6
Cc1ccc(C)c(OCc2cc(C(=O)N3CCN(c4ccccc4)CC3)no2)c1	1	-1.1	28	-5	78	5	-1	1	-12	-2.2
CCCN1CCN(C(=O)c2cc(COc3ccc(F)cc3F)on2)CC1	-4	-4.4	0	-2	-6	1	-2	5	6	-2.5
O=C(CN1CCC(C(=O)c2ccc(F)cc2)CC1)Nc1ccc(F)cc1	-4	-0.3	-8	-3	x	0	1	3	-4	-0.7
CCn1c(SCC(=O)Nc2ccc3c(c2)oc2ccccc23)nnc1-c1ccc(N)cc1	1	0.5	4	u	-12	3	1	-1	-3	-2.2
N#CCC(=N)N1CCN(c2ccccc2Cl)CC1	0	0.6	x	-7	-1	-5	2	1	7	-0.1
O=C(C[C@H]1C/C=C\C[C@@H](Cc2ccc(F)cc2)C(=O)O[C@@H](c2ccccc2)CNC1=O)N[C@@H](CO)Cc1ccccc1	7	1.1	-8	49*	7	-9	-1	-4	-1	0.1

Screens: PubChem BioAssay, several laboratories
